PI4K2A inh: blocks human PI4K2A kinase activity. Q9BTU6. purified PI4K2A, ADP-Glo luminescence, 1 h; stronger effect = lower value. 420,000 compounds, 0.13% hits. AID 1346378. activity change, negative = inhibition, % at 76.9 µM; in the data active means activity change below about -50%; inconclusive means mostly about -30% to -49%;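 further: -100% = wells without enzyme as full effect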
Target sequence (Q9BTU6 whole entry, looked up): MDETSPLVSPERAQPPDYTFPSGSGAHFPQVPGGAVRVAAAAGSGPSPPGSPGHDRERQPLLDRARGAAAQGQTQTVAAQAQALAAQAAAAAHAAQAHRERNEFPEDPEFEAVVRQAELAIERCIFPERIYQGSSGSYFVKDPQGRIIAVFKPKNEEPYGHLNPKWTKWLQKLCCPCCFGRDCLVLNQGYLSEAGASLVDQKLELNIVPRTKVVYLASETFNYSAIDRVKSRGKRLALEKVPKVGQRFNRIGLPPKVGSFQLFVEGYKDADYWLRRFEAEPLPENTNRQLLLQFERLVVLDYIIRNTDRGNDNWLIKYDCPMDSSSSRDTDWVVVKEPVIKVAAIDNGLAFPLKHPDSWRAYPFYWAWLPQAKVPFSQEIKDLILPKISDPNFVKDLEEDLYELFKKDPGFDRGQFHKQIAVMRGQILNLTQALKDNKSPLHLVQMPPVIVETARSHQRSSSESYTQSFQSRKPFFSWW
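Compounds are screened against recombinant PI4K2A using PI as substrate and ATP, the latter dispensed at 300 microM. Reactions run one hour at ambient temperature before ADP-Glo detection; full inhibition defined by wells lacking enzyme.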
TrxR1 substrate: rat thioredoxin reductase 1 substrate activity; O89049; purified TrxR1 substrate turnover, NADPH consumption readout; Potency, µM (titrated, usually from 114 µM), for the others: at the top dose activity change, negative = substrate turnover; 390,000 compounds, 0.01% hits; AID 588456; further: potency means the concentration at half of the fitted maximal effect; on the % scale 0 is the no-effect control and ±100 the full control effect; nearly all actives have a fitted effect of over 50% in size
Target sequence (O89049 whole entry, looked up): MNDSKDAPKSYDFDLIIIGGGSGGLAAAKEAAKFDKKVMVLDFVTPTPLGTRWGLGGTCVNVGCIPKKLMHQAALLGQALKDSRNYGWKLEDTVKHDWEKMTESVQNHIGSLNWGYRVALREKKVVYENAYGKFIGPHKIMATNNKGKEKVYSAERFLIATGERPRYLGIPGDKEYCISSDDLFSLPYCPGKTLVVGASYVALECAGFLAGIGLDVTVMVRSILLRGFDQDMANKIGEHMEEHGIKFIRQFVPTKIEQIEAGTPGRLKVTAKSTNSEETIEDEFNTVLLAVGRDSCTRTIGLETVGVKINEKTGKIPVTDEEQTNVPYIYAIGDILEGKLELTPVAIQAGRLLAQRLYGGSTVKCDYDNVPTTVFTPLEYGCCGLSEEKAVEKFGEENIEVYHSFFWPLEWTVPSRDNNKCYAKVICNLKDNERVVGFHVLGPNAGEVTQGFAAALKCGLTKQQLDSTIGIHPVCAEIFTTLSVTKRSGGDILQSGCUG
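Rat TrxR1, dispensed at 90 nM, was prereduced with 400 uM NADPH (final) for 5 min at ~22 deg C, then incubated with compound 15 min before 400 uM selenite. A first-read NADPH fluorescence drop versus no-compound background flagged substrates.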
USP1 inh: blocks the human USP1/UAF1 deubiquitinase complex. recombinant USP1/UAF1, Ub-Rhodamine cleavage fluorescence. Potency, µM (doses to about 57.1 µM), for inactives: at the highest dose activity change, negative = inhibition, actives largely listed as inhibitors. 390,000 compounds, 0.23% hits. AID 743255; further: potency means the concentration at half of the fitted maximal effect; on the % scale 0 is the no-effect control and ±100 the full control effect; nearly all actives have a fitted effect of over 60% in size; inactives centre near -12
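1 nM enzyme complex + cpd, 15 min RT; start with Ub-Rho 150nM final; kinetic fluorescence ex 480/em 540, 6 reads q60 s. Buffer 50mM HEPES pH 7.8, 0.5mM EDTA, 0.1 mg/ml BSA, 1mM TCEP, 0.01% Tween-20.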
IDH1 R132H inh: blocks human mutant IDH1 R132H enzyme; O75874; IDH1-R132H enzyme, NADPH consumption, diaphorase/resazurin fluorescence; Potency, µM (titrated, usually from 76.6 µM), for inactives: at the top dose activity change, negative = inhibition, hits mostly inhibitors; 390,000 compounds, 0.093% hits; AID 602179; further: potency means the concentration at half of the fitted maximal effect; on the % scale 0 is the no-effect control and ±100 the full control effect; nearly all actives have a fitted effect of over 65% in size
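IDH1-R132H (0.5 ug/mL dispensed) in pH 7.5 Tris buffer was preincubated 30 min with compound, then given a substrate mix of 0.016 mM NADPH and 2 mM alpha-KG for 80 min at room temperature; remaining NADPH was read by diaphorase/resazurin fluorescence.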
rTrxR1 inhibitor: blocks rat thioredoxin reductase 1; AID 588453; 390,000 compounds, 1% hits; O89049; Potency, µM (series often up to 114 µM), for the others: at the highest dose activity change, negative = inhibition, most hits filed as inhibitors; recombinant rTrxR1, NADPH fluorescence consumption, selenite substrate; further: potency means the concentration at half of the fitted maximal effect; on the % scale 0 is the no-effect control and ±100 the full control effect; nearly all actives have a fitted effect of over 65% in size
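Rat TrxR1 (90 nM in the dispensed reagent) was pre-reduced with 400 uM NADPH for 5 min at room temperature, then incubated with compound for 15 min. After 400 uM selenite was added, NADPH fluorescence (Ex 340/Em 450 nm) was followed for 8 min.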
TRHR ag: agonists of human TRH receptor; P34981; TRHR cells, calcium flux fluo-8, FDSS agonist mode; activation, % at 2 µM; 360,000 compounds, 0.18% hits; in the data active means activation above about 30%; further: 0% is about no effect
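TRHR-expressing cells, plated overnight in medium with 10% serum, were loaded with fluo-8 calcium dye at room temperature. After a 10 s baseline, library compound was pin-added and calcium release was recorded kinetically (ex 480/em 530) as agonist response.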
TRHR PAM: allosteric enhancers of human TRH receptor; P34981; TRHR cells, fluo-8 calcium fluorescence, EC20 TRH enhancement; enhancement, % at 2 µM; 360,000 compounds, 0.66% hits; AID 493056; in the data active means enhancement above about 30%; further: 0% is about no effect
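Enhancer read-out: after compound pinning and an initial kinetic agonist-mode read, an EC20 of TRH (10 nM final) was injected and fluo-8 calcium signal (Ex 480/Em 530) followed at 1 s/cycle for 100 cycles in TRHR-expressing cells.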
D2 antag: antagonizes the human D2 dopamine receptor | inhibition, % at 10 µM | 340,000 compounds, 2% hits | HEK293 TREx D2 cells, calcium flux, dopamine EC80 | AID 485344; in the data active means inhibition above about 30%; further: 0% is about no effect
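Cells plated overnight at 30 C with tetracycline; no-wash calcium dye, 30–90 min RT; 10 s baseline; compound pinned; 180 s read; EC80 dopamine added; another 180 s read.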
D2 ag: agonists of human D2 dopamine receptor | HEK293 T-REx D2 cells, calcium flux agonist mode | 340,000 compounds, 0.53% hits | P14416 | activation, % at 2 µM;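 active means activation over 3 SD above normal in the single-dose calcium agonist read, cut at about 30% in these data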; further: 0% is about no effect
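Calcium-flux readout, 1 cycle/sec over 180 s following compound pin transfer, in inducible HEK293 Trex D2 cells (force-coupled); dopamine controls included. Positive calcium responses during this window marked compounds as potential agonists.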
Active calls of the source: *; i = inactive; ? = inconclusive; nt = not tested or not shown; & = joins results of further samples; [ ] = remark or other dose. Unless noted, the call rests on the fitted dose curve; in most records, active means well fitted inhibition curve with a large enough effect; inconclusive means small, poorly fitted or top-dose-only effect; inactive means no such curve, though single readings can be large or run the other way.

no.	molecule	PI4K2A inh	TrxR1 substrate	USP1 inh	IDH1 R132H inh	rTrxR1 inhibitor
1	OCCN(CCO)CC(O)Cn1c2ccccc2c2ccccc21 (stereo not given)	2	8%[57.1 µM]	0%	11%	14%[57.1 µM]
2	CC(C)C(NC(=O)C12CC3CC(CC(C3)C1)C2)C(=O)NC1=NCCS1 (stereo not given)	nt	nt	nt	nt	nt
3	CC(C)CCn1nnnc1C(c1ccc(N(C)C)cc1)N1CCN(C(=O)c2ccco2)CC1 (stereo not given)	-10	-6%	0%	8%	?
4	CCN(CC)C1=CC2=CC(=C(C#N)C#N)CCC2CC1 (stereo not given)	-6	2%[57.1 µM]	i[2.29 µM]	2%	8%[57.1 µM]
5	COc1cc(C(=O)NCc2cccc(Cl)c2)ccc1OCC(=O)N1CCOCC1	7	-1%	-4%	0%	?
6	COC(=O)C1CCN(C(=O)COc2ccc(Cl)cc2)CC1	4	8%[57.1 µM]	-16%	2%	13%[57.1 µM]
7	CCN(CC)CCOC(=O)c1cc(Cl)c(N)cc1OC	-3&-4	5%[57.1 µM]	9%	0%	4%[57.1 µM]
8	CCCCNC(=O)N(O)C1N(CCCC)C(=O)N(CC(=O)OC)C1(C)C (stereo not given)	-3	7%[57.1 µM]	2%	-2%	-7%[2.29 µM]

no.	TRHR ag	TRHR PAM	D2 antag	D2 ag
1	-0.1	6	nt	nt
2	0.1	1	-6	0.2
3	-0.2	-6	3	9.5
4	0.4	4	76*	209*
5	0.2	-8	-11	0.6
6	-0.8	10	8	0.0
7	-0.1	2	22	0.4
8	0.1	-3	-12	1.3

The list goes on.
no.	molecule	PI4K2A inh	TrxR1 substrate	USP1 inh	IDH1 R132H inh	rTrxR1 inhibitor
9	CCn1cc(CN2CCN(CCC(C)C)C(CCO)C2)c2ccccc21 (stereo not given)	0	-17%	-18%	-5%	-20%
10	O=C1CN(C(=O)COC(=O)c2cccs2)c2ccccc2N1	-3	1%	-22%	10%	19%
11	O=S(=O)(NCc1ccccc1)c1ccc(NC(=S)NCc2ccco2)cc1	1	-6%	-12%	-5%	-20%
12	Fc1ccccc1N1CCN(c2nc(-c3cccs3)nc3ccccc23)CC1	-2	10%[57.1 µM]	-21%	-1%	44%[activator][57.1 µM]
13	Cn1c(CNC(=O)c2ccccc2F)nnc1SCc1ccc(F)cc1	-2	-3%	-2%	-8%	8%
14	CNc1ccccc1NC(=O)CCn1c(=S)oc2ccccc21	1	-15%	-16%	-2%	-10%
15	Cc1ccc(CS(=O)(=O)c2ccc(C(=O)N3CCCCC3)cc2[N+](=O)[O-])cc1	-1	12%[57.1 µM]	-2%	4%	-52%
16	Cc1ccc(C(=O)/C=C2\NCC(C)NC2=O)cc1 (stereo not given)	1	14%[57.1 µM]	-6%	-3%	-1%[57.1 µM]

no.	TRHR ag	TRHR PAM	D2 antag	D2 ag
9	0.0	-4	-4	0.5
10	0.0	12	16	-1.0
11	1.8	5	nt	nt
12	-1.2	1	-5	0.6
13	-0.5	2	-2	-0.7
14	0.4	-1	4	-0.3
15	-0.2	5	nt	nt
16	0.3	2	17	0.7

Looked up by compound from above:
no.	molecule	PI4K2A inh	TrxR1 substrate	USP1 inh	IDH1 R132H inh	rTrxR1 inhibitor
16	Cc1ccc(C(=O)/C=C2\NCC(C)NC2=O)cc1 (stereo not given)	1	14%[57.1 µM]	-6%	-3%	-1%[57.1 µM]
13	Cn1c(CNC(=O)c2ccccc2F)nnc1SCc1ccc(F)cc1	-2	-3%	-2%	-8%	8%
12	Fc1ccccc1N1CCN(c2nc(-c3cccs3)nc3ccccc23)CC1	-2	10%[57.1 µM]	-21%	-1%	44%[activator][57.1 µM]
9	CCn1cc(CN2CCN(CCC(C)C)C(CCO)C2)c2ccccc21 (stereo not given)	0	-17%	-18%	-5%	-20%
11	O=S(=O)(NCc1ccccc1)c1ccc(NC(=S)NCc2ccco2)cc1	1	-6%	-12%	-5%	-20%

no.	TRHR ag	TRHR PAM	D2 antag	D2 ag
16	0.3	2	17	0.7
13	-0.5	2	-2	-0.7
12	-1.2	1	-5	0.6
9	0.0	-4	-4	0.5
11	1.8	5	nt	nt

The list continues.
no.	molecule	PI4K2A inh	TrxR1 substrate	USP1 inh	IDH1 R132H inh	rTrxR1 inhibitor
17	O=C(NCC(c1ccc(Cl)cc1)N1CCCCC1)c1ccccc1 (stereo not given)	0	4%	-13%	0%	10%
18	O=C(CSc1ccccc1F)NC(=O)c1ccccc1Br	-6	-5%[57.1 µM]	?	2%	15%[57.1 µM]
19	O=C(Nc1cccc(S(=O)(=O)Nc2ccc(Cl)cc2)c1)c1ccc[n+]([O-])c1	-3	7%	-20%	2%	20%
20	CCOc1ccc(NC(=O)Cn2c(=O)n(Cc3ccc(C(=O)NCc4ccc(C)cc4)cc3)c(=O)c3ccccc32)cc1	-1	-2%	-21%	-2%	16%
21	COc1cc(/C=C2/NC(=O)N(Cc3ccccc3F)C2=O)cc(OC)c1OC	7	-2%	-17%	-5%	1%
22	CN(C(=O)C1CCCN(c2ncnc3c2nc2n3CCCCC2)C1)c1ccccc1F (stereo not given)	4	-3%	-15%	-4%	15%
23	COc1ccc2c(c1)C1=NN(/C(C)=C\C(C)=O)C(c3ccccc3)C1CC2 (stereo not given)	2	0%	-9%	18%	?
24	CCCN1CCN(C(=O)c2cccc3c2C(=O)N(CCOC)C3)CC1	0	6%[57.1 µM]	-26%	8%	4%[57.1 µM]

no.	TRHR ag	TRHR PAM	D2 antag	D2 ag
17	-1.0	-4	nt	-0.7
18	nt	nt	nt	nt
19	0.7	7	4	-0.4
20	1.2	-3	nt	-0.5
21	-0.3	0	3	0.7
22	-0.8	4	nt	-0.9
23	-0.3	-3	-22	0.2
24	0.5	-4	9	0.5

(listing goes on)
no.	molecule	PI4K2A inh	TrxR1 substrate	USP1 inh	IDH1 R132H inh	rTrxR1 inhibitor
25	C(=N\N1CCOCC1)/c1cn(-c2ccccc2)nc1-c1ccccc1	-3	-2%[57.1 µM]	-19%	-9%	4%[57.1 µM]
26	O=c1[nH][nH]c(C(F)(F)F)c1C=Nc1ccccc1Cl	2	7%[57.1 µM]	-5%	2%	6%[57.1 µM]
27	CC(C)[N+]1=C2C=CC=CC=C2SC12C([N+](=O)[O-])=CC(=[N+]([O-])[O-])C=C2[N+](=O)[O-] (stereo not given)	-1	4%	-23%	-2%	17%
28	CCOc1ccc(C2CC(=O)c3c([nH]c(C(=O)OCC4CCCCC4)c3C)C2)cc1 (stereo not given)	-3	10%[11.4 µM]	6%	-18%	26%
29	COc1ccc(/C=C2\CCC(C3CCCC3)C2=O)c(OC)c1 (stereo not given)	-2	7%	-17%	-6%	18%
30	Cc1ccc(C(=O)NCC(=O)OCC(=O)c2ccc3c(c2)NC(=O)CO3)cc1C	-7	3%	0%	-4%	16%[57.1 µM]
31	COc1ccc(N/C=C2\C(=O)c3c(sc(C)c3C)N(C)S2(=O)=O)cc1	-1	-16%[57.1 µM]	-8%	4%	8%[57.1 µM]
32	CCCCCOc1ccc(CSC(=N)N)cc1[N+](=O)[O-]	-5	6%[57.1 µM]	-3%	2%	13%[57.1 µM]

no.	TRHR ag	TRHR PAM	D2 antag	D2 ag
25	-0.4	10	14	0.6
26	-0.2	-1	1	-0.3
27	0.5	-4	-13	-0.1
28	1.0	6	nt	0.4
29	1.0	0	-8	0.4
30	-1.5	-4	6	-0.7
31	1.0	8	-9	-0.4
32	4.5	9	nt	nt

(list continues)
no.	molecule	PI4K2A inh	TrxR1 substrate	USP1 inh	IDH1 R132H inh	rTrxR1 inhibitor
33	Cc1ccc(CNC(=O)/C=C/c2c(Cl)cccc2Cl)cc1	-3	5%	-7%	-1%	15%
34	O=C(Cc1cccs1)N1CCCC(c2nc(-c3ccc(S(=O)(=O)N4CCCC4)cc3)no2)C1 (stereo not given)	-1	-10%	-7%	-1%	-5%
35	O=C(O)c1ccc(/C=N\Nc2ccc(S(=O)(=O)N3CCOCC3)cc2[N+](=O)[O-])cc1	-23	-17%	-21%	11%	?
36	CCOC(=O)Cn1c2c(c(=N)c3c1CCC3)CCC2	3	1%	-12%	7%	8%
37	CC(=O)OCc1c(C(F)(F)F)nn(C)c1SCc1ccc(Cl)cc1	-4	0%	-22%	9%	5%
38	Cc1cc(C)n2nc(SCC(=O)Nc3ccccc3F)nc2n1	-2	-7%	-18%	2%	-1%
39	N#CC1=C(N)Oc2cc(N)ccc2C1c1ccc(F)cc1F (stereo not given)	-1	3%	-35%	-7%	4%
40	C=CCS(=O)(=O)N1CCCC(N(C)CCc2ccc(OC)c(OC)c2)C1 (stereo not given)	2	-4%	-17%	9%	8%

no.	TRHR ag	TRHR PAM	D2 antag	D2 ag
33	0.7	1	nt	nt
34	0.5	-1	2	-0.6
35	0.3	10	-6	0.3
36	-1.0	2	-5	-0.6
37	-1.0	0	5	-0.5
38	-0.1	10	-2	0.3
39	0.9	-5	-9	1.0
40	-0.6	3	-7	-2.5

The list goes on.
no.	molecule	PI4K2A inh	TrxR1 substrate	USP1 inh	IDH1 R132H inh	rTrxR1 inhibitor
41	CCc1c(C)nc(SCCOc2ccc(OC)cc2)[nH]c1=O	-5	8%	-19%	1%	12%
42	CC(=O)c1c(C)[nH]c(C(=O)Nc2ccc(C)cn2)c1C	12	7%[57.1 µM]	-5%	6%	2%[57.1 µM]
43	COC(=O)c1ccccc1NC(=O)Cn1ccnc1	3	5%[57.1 µM]	-23%	2%	-12%[57.1 µM]
44	COc1ccc(C(=O)N=c2sc3cc(Cl)ccc3n2C)cc1	-5	10%	-2%	-29%	?
45	NC(=O)c1c(/N=C/c2cccnc2)sc2c1CCCC2	3	12%[57.1 µM]	-18%	4%	-46%
46	Cc1cccc2cc(C#N)c(NCCCNS(=O)(=O)c3ccc(Cl)cc3)nc12	0	12%	-16%	3%	9%

no.	TRHR ag	TRHR PAM	D2 antag	D2 ag
41	0.2	14	-2	0.0
42	0.0	5	-1	-2.0
43	0.4	2	nt	nt
44	0.0	-2	nt	-0.2
45	0.5	4	-15	0.1
46	1.0	19	4	1.6

Assay outcomes from PubChem.
